NALP3 yeast inh: blocks the NALP3 inflammasome reconstituted in yeast. Yeast reconstituted NLRP3/ASC/caspase-1, beta-gal luminescence, 24 h. inhibition, % at 10 µM. AID 2825. 330,000 compounds, 0.39% hits;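 active = inhibition of 50% or more; inactive = inhibition below 50%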;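 also: plate controls were induced DMSO wells for no effect and uninduced yeast grown without galactose for full effect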
A3A deaminase: human APOBEC3A DNA deaminase inhibition; P31941; recombinant A3A, FAM/TAMRA ssDNA deamination fluorescence; inhibition, % at 20 µM; 330,000 compounds, 0.41% hits; AID 493011;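 active = at least 40% inhibition at 20 µM here, with at most 30% in a related deaminase screen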;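 also: plate controls were A3A with DMSO for no effect and wells lacking A3A enzyme for full effect; some results filed as inactive read as strong as hits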
Target sequence (P31941 whole entry, looked up): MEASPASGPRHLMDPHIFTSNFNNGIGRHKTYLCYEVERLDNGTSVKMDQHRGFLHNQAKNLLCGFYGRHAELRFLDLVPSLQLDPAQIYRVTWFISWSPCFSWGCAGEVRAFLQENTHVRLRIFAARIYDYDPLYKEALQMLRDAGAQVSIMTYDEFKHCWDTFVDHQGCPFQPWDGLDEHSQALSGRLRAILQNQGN
TIM10 inh: inhibits growth of TIM10 yeast strain | inhibition, % at 10 µM | AID 463195 | S. cerevisiae TIM10 strain growth, BacTiter-Glo luminescence, 24 h | 330,000 compounds, 1.4% hits;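 active = inhibition of 40% or more at the single tested concentration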;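 also: wild-type TIM10 isogenic control strain grown at permissive 25 °C; 0% = DMSO yeast wells and 100% = minimal medium wells without yeast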
hIAP inh: human IAP inhibition. P09923. purified IAP, CDP-Star luminescence, 30 min. inhibition, % at 10 µM. 330,000 compounds, 0.12% hits. AID 2544;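 active = inhibition reaching a set limit with compound at 10 µM in the primary screen, cut at about 35% in these data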;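 also: plate controls were DMSO wells with enzyme for no effect and no-enzyme buffer wells for full effect; values of inactives mirror those of a sister screen read the other way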
mIAP act: increases mouse intestinal alkaline phosphatase activity; AID 2805; muIAP, CDP-Star luminescence, 30 min; active compounds read high; 1 = vehicle-only enzyme signal, 0 = enzyme-free wells; activation factor at 10 µM; 330,000 compounds, 0.24% hits;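 active = activation factor of at least 2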; also: the source names both 10 and 20 µM as test concentration; values of inactives mirror those of a sister screen read the other way
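also added = chemiluminescent substrate CDP-Star | test system = mouse IAP enzyme | signal = chemiluminescence readout | compound = DMSO-dissolved test compounds | incubation = 30 min at room temperature | benchmarks = DMSO wells, no-enzyme wells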
mIAP block: mouse IAP inhibition; purified mouse IAP, CDP-Star luminescence, 30 min; inhibition, % at 10 µM; 330,000 compounds, 0.2% hits;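 active = inhibition of at least 40% at 10 µM in the primary screen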;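 also: plate controls were DMSO with enzyme for no effect and no enzyme wells for full effect; values of inactives mirror those of a sister screen read the other way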
tim10-1 inh: inhibits growth of tim10-1 mutant yeast; S. cerevisiae tim10-1 ts strain growth, BacTiter-Glo, 24 h; inhibition, % at 20 µM; 330,000 compounds, 2.2% hits;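 active = inhibition of at least 40%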;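 also: mutant grown at 25 °C; 0% = DMSO wells with yeast and 100% = wells holding no yeast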
A3G deaminase: inhibitors of human APOBEC3G DNA deaminase | recombinant A3G, ssDNA deamination FAM/TAMRA fluorescence | AID 493012 | inhibition, % at 20 µM | 330,000 compounds, 0.28% hits | Q9HC16;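 active = inhibition of at least 40% at 20 µM, with no more than 30% in the related APOBEC3A deaminase screen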;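 also: plate controls were DMSO wells with A3G for no effect and wells lacking A3G enzyme for full effect; some compounds called inactive have numbers as strong as hits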
Target sequence (Q9HC16 whole entry, looked up): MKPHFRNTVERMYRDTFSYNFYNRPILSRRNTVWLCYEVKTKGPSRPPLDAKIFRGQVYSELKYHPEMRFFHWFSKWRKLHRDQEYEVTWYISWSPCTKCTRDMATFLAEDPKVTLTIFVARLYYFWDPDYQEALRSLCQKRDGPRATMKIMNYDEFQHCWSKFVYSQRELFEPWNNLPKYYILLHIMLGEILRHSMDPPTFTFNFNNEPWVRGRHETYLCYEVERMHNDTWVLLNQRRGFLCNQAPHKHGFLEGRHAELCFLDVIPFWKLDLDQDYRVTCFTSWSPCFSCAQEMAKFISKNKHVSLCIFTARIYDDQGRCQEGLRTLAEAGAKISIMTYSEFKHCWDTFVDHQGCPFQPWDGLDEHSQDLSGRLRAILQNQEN
beta cell repl: MIN6 beta-cell proliferation induction | proliferation, % at 10 µM | 330,000 compounds, 0.29% hits | MIN6 cells proliferation, ATPlite luminescence, 48 h; cells starved in 0.2% serum; 100% = growth in 10% serum;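 active = compounds whose signal lies at least 3.5 SD above the mean of all wells on their plate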;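 also: 0% = DMSO-treated cells in low-serum medium and 100% = 10% serum control; some compounds called inactive have numbers as strong as hits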
An asterisk follows results filed as active.

Second line of a record – NALP3 yeast inh	A3A deaminase	TIM10 inh	hIAP inh	mIAP act	mIAP block	tim10-1 inh	A3G deaminase	beta cell repl
> CN(C(=O)CCN1C(=O)C2C3C=CC(C3)C2C1=O)c1ccccc1 (stereo not given)
 : -10	-2	-15	9	0.96	4	10	-4	1
> COc1cccc(/C=N/NC(=O)CSc2nnc(C)n2-c2ccccc2)c1OC
 : 18	-6	-8	-9	0.94	6	-8	-9	-1
> CCOC(=O)c1ccc(Oc2nc(NC)nc(OC)n2)cc1
 : 9	-1	6	-3	0.98	2	8	-6	0
> Nc1nonc1C(=O)NCCNc1ncccc1[N+](=O)[O-]
 : -4	0	9	3	1	-2	5	-13	0
> O=C(c1cc2ccccc2o1)N1CCN(S(=O)(=O)/C=C/c2ccccc2)CC1
 : 11	6	5	-6	0.97	3	25	-13	-3
> CCn1c(CNC(=O)c2ccco2)nnc1SCC(=O)Nc1ccc(Br)cc1F
 : 11	5	-12	-8	1.1	-12	4	7	-2
> CCOC(=O)N1CCN(C(=O)c2ccc3c(=O)n(CC4CCCO4)c(=S)[nH]c3c2)CC1 (stereo not given)
 : 10	4	7	-6	1	-4	13	0	-3
> Cc1ccc(NC(=O)C2CCN(S(=O)(=O)c3c(C)n[nH]c3C)CC2)c(C)c1
 : 4	4	9	-23	1.1	-5	-17	2	-4
> CC(C)N(C1=N/C(=C\c2ccco2)C(=O)N1c1ccccc1)C(C)C
 : 14	0	27	2	0.82	18	21	3	-4
> O=[N+]([O-])c1ccc(S(=O)(=O)N/N=C/c2ccc3c(c2)OCO3)cc1
 : 2	0	-1	-5	0.98	2	-23	-2	-3
> Cc1ccc(-c2noc(CCC(=O)NCc3ccc4c(c3)OCO4)n2)cc1
 : 21	-2	-6	-16	1.2	-17	0	-5	-1
> Cc1cccn2c(=O)c3cc(C(=O)NCC4CCCO4)c(=N)n(CCN4CCOCC4)c3nc12 (stereo not given)
 : 8	3	0	-2	1	0	8	-1	2
> CCN1CCCC1CNC(=S)Nc1ccc(C(C)=O)cc1 (stereo not given)
 : 3	1	-5	7	0.94	6	-6	3	-2
> CC(C)=CCN1CCN(Cc2cc(F)ccc2-n2nc(C)cc2C)CC1CCO (stereo not given)
 : -11	-4	13	-4	1	-1	12	-8	2
> O=C(CN1CCCCC1)Nc1cccc2c1OCO2
 : 14	1	-16	13	1.1	-12	11	1	-1
> COc1ccc(C(=O)c2ccc(CC#N)s2)cc1
 : 12	0	8	-7	0.92	8	5	-5	-3
> CC(=O)Nc1ccccc1C(=O)C(=O)Nc1ccc(C(=O)N2CCOCC2)cc1
 : 0	-1	-6	-28	1.1	-12	15	-13	0
> CCCCNC(=S)NNC(=O)c1ccoc1C
 : 18	0	-1	-38	1	0	12	-3	0
> O=C(O)C1CC(=O)N(CCc2ccc(F)cc2)C1 (stereo not given)
 : 17	1	1	20	1	-3	-15	-4	-2
> Cc1cc(O)c(-c2cc(O)c(C)cc2O)cc1O
 : 23	-2	5	-11	0.98	2	13	86*	-4
> Cc1ccc(C(C)CCN2CCC(n3nccc3NC(=O)c3ccccc3)CC2)o1 (stereo not given)
 : 2	-1	4	-4	0.99	0	-13	-6	3
> Cn1cnc2cc(OC(=O)c3ccccc3)ccc21
 : 21	-4	-1	-29	1.1	-12	5	-3	-2
> O=C(COc1cccc2ccccc12)N1c2ccccc2CCc2ccccc21
 : 17	3	24	1	0.9	10	25	4	-6
> Cn1c(N)c(C(=O)COC(=O)Cc2ccc(Cl)cc2Cl)c(=O)n(C)c1=O
 : 5	-2	19	-13	0.94	6	24	-4	3
> CC1CCN(C(=O)c2ccc3c(c2)OCO3)CC1
 : 4	-2	0	12	1.1	-8	4	3	-1
> CC1CCCC(NC(=O)COC(=O)CCC(=O)c2ccc(F)cc2)C1C (stereo not given)
 : 5	-2	4	-15	0.97	3	4	-4	3
> COc1cc(C(=O)Nc2scc(-c3ccccc3)c2C(=O)O)cc(OC)c1OC
 : 9	-10	10	-14	1	-5	-11	-8	-3
> COc1ccc(C(CNC(=O)Nc2ccc(Cl)cc2)N2CCN(C)CC2)cc1 (stereo not given)
 : 8	-3	-6	-12	1.3	-29	-14	-6	-3
> Clc1ccc2nncn2n1
 : 4	-3	-4	12	0.93	7	6	-7	0
> Cn1cnc(S(=O)(=O)N2CCN(C(c3ccc(F)cc3)c3ccc(F)cc3)CC2)c1
 : 4	-4	15	5	0.96	4	26	-5	2
> COc1ccc(CCN(Cc2ccccn2)C(=S)Nc2cccc(SC)c2)cc1OC
 : 14	-10	-1	-24	1.1	-7	39	-4	-1
> Cc1ccc(-n2ncc3c2CCCC3NC(=O)c2cnccn2)cc1C (stereo not given)
 : 18	-4	22	-30	1	0	29	-7	1
> C#CCOCCOCCOCCNc1nc(N2CCN(C(=O)C(Cc3ccc(O)cc3)n3cc(C(N)CC(C)C)nn3)CC2)nc(N2CCN(C(=O)C(Cc3cc4ccccc4[nH]3)n3cc(C(N)C(C)CC)nn3)CC2)n1 (stereo not given)
 : 8	21	10	-12	1.3	-27	6	-8	-4
> O=c1c2[nH]c3cccc(Cl)c3c2ncn1CC1CCCO1 (stereo not given)
 : 5	1	0	-14	0.97	3	1	-2	-3
> CCS(=O)(=O)c1ccc(-c2csc(-c3ccccc3)n2)c(Cl)c1Cl
 : -30	4	14	-16	0.9	10	37	4	-3
> Cn1c(N)c(C(=O)CSc2nnc(C3CC3)n2Cc2ccccc2)c(=O)n(C)c1=O
 : 3	1	-4	4	1.1	-7	13	-7	1
> O=C(Nc1ccc(Cl)cc1)c1nc[nH]c1C(=O)NCCN(CCNC(=O)c1[nH]cnc1C(=O)Nc1ccc(Cl)cc1)CCNC(=O)c1[nH]cnc1C(=O)Nc1ccc(Cl)cc1
 : 0	-2	9	-96	1.2	-17	8	-6	-6
> CCOC(=O)C1=C(N)OC2=C(C(=O)CCC2)C1c1ccccc1OC (stereo not given)
 : -2	0	-2	10	0.98	2	6	0	-3
> O=S(=O)(Nc1ccc2cn[nH]c2c1)c1ccc(Cl)s1
 : 4	1	2	-2	0.98	2	11	-4	2
> O=C(O)CSc1nnc(Cn2c(=O)sc3ccccc32)n1-c1cccc(Cl)c1
 : 14	-2	-17	13	1	-2	25	-8	0
> Cc1ccc(C(=O)COC(=O)CNC(=O)Cc2ccccc2)cc1[N+](=O)[O-]
 : 10	-3	4	9	0.96	4	9	-6	0
> COc1cc(S(=O)(=O)N(Cc2cccc(OC)c2OC)CC2CCCO2)ccc1-n1cnnn1 (stereo not given)
 : 6	0	-4	-9	0.89	11	4	-9	0
> O=C(CSc1nc2ccccc2[nH]1)N1CCN(C(=O)c2ccco2)CC1
 : 11	7	-14	2	1.1	-7	13	-3	0
> COc1cc(Cl)ccc1OCc1cc(C(=O)N2CCCCCCC2)no1
 : 27	7	6	39*	1.1	-7	29	17	-4
> COc1ccc(CN(CC(=O)NCc2ccccc2)C(=O)c2csnn2)cc1
 : 8	4	-10	2	1	0	7	-7	-5
> COc1cc(S(=O)(=O)N(CCc2ccccc2)Cc2cccs2)ccc1-n1cnnn1
 : 7	0	18	-49	0.91	9	10	-1	1
> CSc1cc(-c2ccco2)oc1C(=O)c1ccco1
 : 19	15	20	-6	0.8	20	21	34	0
> Cc1cc(C)n(CC(O)Cn2c3ccccc3c3ccccc32)c(=O)n1 (stereo not given)
 : 21	-2	19	1	0.98	2	0	-1	-4
> Cc1ccc(C(=O)Nc2nnc(S(=O)(=O)N3CCCCCC3)s2)cc1
 : 28	0	-8	-11	1	-3	5	-12	-4
> NCCCC[C@H](NC(=O)C1CCNCC1)c1nnc([C@@H](N)CO)o1
 : -2	-6	2	-2	1.2	-18	-19	-12	-1
> CC1Cc2ccccc2N1C(=O)CNc1ccccc1N1CCCCC1 (stereo not given)
 : 2	0	4	6	1	-5	5	-8	-5
> CC(NC(=O)c1ccc(Cl)cc1)c1nnc(SCC(=O)NC2=NCCS2)n1C (stereo not given)
 : 14	0	-18	-2	1.2	-15	13	-5	2
> Cc1ccc(C)c(NC(=O)c2ccc(N(C)S(C)(=O)=O)cc2)c1
 : 16	2	-22	11	1	-2	10	-5	-3
> Cc1ccc(CCc2nnc(SCC(=O)Nc3ccccc3Cl)n2-c2ccccc2)o1
 : 11	-2	39	-2	0.98	2	30	-10	0
> COc1cccc(OC)c1C(=O)NNC(=O)c1ccc(F)cc1
 : 9	7	-7	-4	0.86	14	-11	3	0
> Cc1cc(C(=O)CSc2nc(N)cc(N)n2)c(C)n1-c1cccc(C(F)(F)F)c1
 : 7	-4	-4	16	0.95	5	34	-2	-4
> Cc1ccc(OCCN2C(=O)c3ccccc3C2=O)c([N+](=O)[O-])c1
 : -18	1	5	-5	0.91	9	24	-2	1
> NS(=O)(=O)c1ccc2c(c1)C(=NO)c1cc(S(N)(=O)=O)ccc1-2
 : 13	-4	4	-12	0.9	10	0	-4	-2
> CCOC(=O)c1cnn(-c2ccccc2)c1NC(=O)c1ccccc1
 : 12	3	10	-39	0.98	2	25	-2	2
> Cc1nnc(NC(=O)CSc2nccn2Cc2ccc(F)cc2)s1
 : -2	-3	-12	-16	0.99	1	-7	-5	0

Following part:
Second line of a record – NALP3 yeast inh	A3A deaminase	TIM10 inh	hIAP inh	mIAP act	mIAP block	tim10-1 inh	A3G deaminase	beta cell repl
> O=C(CSc1nnc(-c2ccoc2)o1)N1CCOCC1
 : 4	1	-15	10	1	-4	-1	1	0
> Cn1nccc1C(=O)N1CCN(c2ccccc2Cl)CC1
 : 10	6	-7	4	1	-4	11	2	-2
> Cc1ccc(CN=c2c([N+](=O)[O-])nn(-c3cccc(Cl)c3)n2O)cc1
 : 18	-4	-3	10	0.97	3	29	4	-6
> COc1ccc(S(=O)(=O)N2CCOCC2)cc1NC(=O)CSc1ccc(F)cc1
 : -6	2	5	-2	1	-1	2	-4	1
> O=C(CNC(=O)c1ccccc1C(=O)O)c1ccccc1
 : 8	0	-2	-5	0.98	2	5	-1	-3
> Cc1cc(=O)[nH]c(SCC(=O)c2c(N)n(C)c(=O)n(C)c2=O)n1
 : 23	-4	5	21	0.87	13	-1	0	-2
> COC(=O)c1sc(NC(=O)CSc2nncs2)c(C(=O)OC)c1C
 : -8	1	-4	-11	0.99	1	18	2	4
> N#Cc1ccc(C(=O)NC2CCCc3ccccc32)cc1 (stereo not given)
 : 9	2	-6	-4	0.97	3	14	-5	-1
> N=c1c(-c2nc3ccccc3[nH]2)cc(C(=O)c2ccco2)nn1-c1ccccc1
 : 23	3	3	6	0.92	8	27	-6	-6
> COc1ccc(C)cc1NC(=O)Cn1cnnn1
 : 8	-3	-4	14	1	0	-1	-16	-2
> CC(NCc1ccc(-c2ccccc2)cc1)C(O)c1ccccc1 (stereo not given)
 : -1	2	-2	-12	1	-4	-16	-4	-6
> CS(=O)(=O)N1CC(C(=O)NN)Oc2ccc(Cl)cc21 (stereo not given)
 : 3	-1	-15	1	1	-2	-19	-6	1
> CCOc1ccc(N(CC(=O)NC2CCCCC2)S(=O)(=O)c2ccccc2)cc1
 : 18	-1	7	1	1	0	3	-4	0
> CC(C)=CCCC1(C)C=Cc2c(c(C)cc3c2[nH]c2cc(O)ccc23)O1 (stereo not given)
 : 3	0	-3	-14	0.92	8	21	11	-6
> C/C(N)=C(/C#N)C(=O)COC(=O)CNC(=O)c1ccc(Cl)cc1Cl
 : 13	-1	4	-34	0.98	2	10	1	-1
> Cc1cc(C)n(C(C)CNS(=O)(=O)c2ccccc2)n1 (stereo not given)
 : -7	4	-6	-20	0.97	3	-5	-1	-1
